Assay outcomes: PubChem BioAssay, National Center for Advancing Translational Sciences (NCATS)
FBPA coupling cs: counter-screen for Giardia aldolase inhibitors: coupling enzyme system; 290,000 tested, 0.67% active; coupling enzyme system counterscreen, AmpLite Red fluorescence; activity change, negative = inhibition, % at 58.2 µM, hits read low; AID 2472; in the data active = activity change below about -30%; also: % is scaled to controls: 0 for no effect and ±100 for the full control effect
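Activity here indicates interference with the coupling reaction, not aldolase inhibition. Compounds at 57.5 uM final met coupling enzymes for 10 min at RT; substrate and AmpLite Red detection followed, with a 525/598 nm fluorescence read after 20 min.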
a7 integrin act: integrin-mediated muscular dystrophy alleviation activation. alpha7betagal myoblasts, beta-gal FDG fluorescence, 48 h. Potency, µM (titrated, usually from 38.3 µM), for inactives: top-dose activation, actives largely listed as activators. 350,000 tested, 0.064% active;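 also: potency is read from the fitted curve at half-maximal effect; 100% = response of the positive control SU9516; nearly all actives have a fitted effect of over 60% in size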
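Alpha7betagal+/- myoblasts (passage 13) were plated 16-24 hr, then exposed to compounds (1:260 dilution of DMSO stock) for 48 hours at 37C. After MPER lysis, β-galactosidase reporter activity was read as FDG fluorescence (ex 480/em 540) after 30 minutes.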
KCNH2 3.1 block: blocks the human KCNH2 3.1 channel isoform; U2OS KCNH2 3.1, thallium flux FluxOr; stronger effect = lower value; activity change, % (tested at about 1.8 µM); 340,000 tested, 0.95% active; AID 720553;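 active = maximum activity change below -70%; inconclusive = maximum activity change from -70% to -50%; inactive = maximum activity change above -50%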;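 also: thallium influx rate constant from kinetic fluorescence after stimulation buffer; % is scaled to controls: 0 for no effect and ±100 for the full control effect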
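Thallium flux read-out: FluxOr dye with Red40 quencher in HBSS/HEPES, 45 min at RT. Rate constants from kinetic reads were normalized to positive and negative DMSO controls. Cells: U2OS virally expressing the 3.1 isoform.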
TRPV1 ag: human TRPV1 agonism. Q8NER1. AID 540275. 320,000 tested, 0.19% active. TRPV1-expressing cells, Fluo-8 calcium influx, agonist mode. activation, % at 8.33 µM; in the data active = activation above about 80%; inconclusive = between about 30% and that limit; also: 0% is about no effect
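Fluo-8 calcium influx in TRPV1-expressing cells, kinetic read (ex 480/em 520 nm). Compound added and read 3 min for agonist activity, followed by capsaicin at EC20 final and 2 min further read for enhancement.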
ASM inhibitor: human S-ASM enzyme inhibition. placental ASM, HMU-PC fluorogenic substrate, 60 min. Potency, µM (series often up to 57.5 µM), for inactives: top-dose activity change, negative = inhibition, usual class: inhibitors. 340,000 tested, 0.006% active. AID 504937; also: potency is read from the fitted curve at half-maximal effect
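Fluorogenic HMU-PC substrate (9 uM final) is turned over by placental ASM in 60 min at 37 C after a 10 min compound preincubation. Reaction ended by alkaline stop (pH 10), with fluorescence read at 386/447 nm.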
MBNL1 CUG block: MBNL1-poly(CUG) RNA binding inhibition; Q9NR56; TR-FRET MBNL1-His/biotin-(CUG)12 binding, 665/545 ratio; Potency, µM (highest dose often 57.5 µM), for inactives: at the highest dose activity change, negative = inhibition, actives largely listed as inhibitors; 280,000 tested, 0.036% active; AID 2675; active = well fitted inhibition curve with a large enough effect in the signal ratio, with a control signal flat, not every such curve was filed as active; inconclusive = small, poorly fitted or top-dose-only effect, or effect the other way, or a change in a side signal; inactive = no such curve, though single readings can be large or run the other way; the % refers to the signal ratio; also: potency is read from the fitted curve at half-maximal effect; % is scaled to controls: 0 for no effect and ±100 for the full control effect
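Compounds (final 92 nM to 58 uM) are added to His-tagged MBNL1 and biotin-(CUG)12, then terbium anti-His antibody and streptavidin-XL665 (5 nM final). After 60 min at room temperature, the 665/545 nm ratio is read.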
A-T KAP1 phos: potential ataxia-telangiectasia treatment. Potency, µM (series often up to 57.5 µM), without a hit: at the highest dose activation, actives largely listed as activators. […] A-T fibroblasts, KAP-1 phosphorylation AlphaLISA; neocarzinostatin DNA damage 30 min before lysis. 320,000 tested, 0.19% active; also: potency is read from the fitted curve at half-maximal effect; % of control where 0% means no effect; nearly all actives have a fitted effect of over 45% in size
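ATM-like activity read as KAP-1 phosphorylation via AlphaLISA donor/acceptor antibody pairs after lysis and 6 hr at 25C. Cells were ATM-null patient fibroblasts ([…], hTERT), dosed 60 min, then exposed to the DSB inducer NCS for 30 min.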
MLL CXXC-DNA inh: inhibitors of human MLL CXXC domain-DNA interaction; Q03164; MLL-CXXC / FITC-HOXA9 DNA fluorescence polarization; Potency, µM (top dose mostly 115 µM), without a hit: at the highest dose activity change, negative = inhibition, usual class: inhibitors; 290,000 tested, 0.037% active; AID 2662; active = well fitted inhibition curve with a large enough effect in the polarisation, with a control signal flat, not every such curve was filed as active; inconclusive = small, poorly fitted or top-dose-only effect, or effect the other way, or a change in a side signal; inactive = no such curve, though single readings can be large or run the other way; the % refers to the polarisation; also: potency is read from the fitted curve at half-maximal effect
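Steps: dispense CXXC domain solution (7 uM) → pin compounds or unlabeled HOX-A9 DNA control → 5 min ambient → add FLSN-HOX-A9 solution (50 nM) → spin → 30 min ambient → fluorescence polarization. Tris pH 7.5/NaCl/DTT/BSA buffer.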
GALK inhibitor: galactokinase (human) inhibition. P51570. Purified GALK, Kinase-Glo residual ATP luminescence. Potency, µM (highest dose often 57.5 µM), for the others: at the top dose activity change, negative = inhibition, hits mostly inhibitors. 270,000 tested, 0.007% active; also: potency is read from the fitted curve at half-maximal effect; % is scaled to controls: 0 for no effect and ±100 for the full control effect
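ATP-depletion format; final 35 uM ATP, 100 uM D-galactose, 5 nM enzyme; pH 8.0 HEPES/Mg2+ buffer; 60 min RT; luminescence read 10 min after detection reagent.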
hERG WT inh: blocks the wildtype human KCNH2 potassium channel. Q12809. U2OS, BacMam KCNH2, thallium flux FluxOr; stronger effect = lower value. activity change, % at 1.84 µM. 340,000 tested, 0.37% active. AID 720551;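 active = maximum activity change below -70%; inconclusive = maximum activity change between -70% and -50%; inactive = maximum activity change above -50%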; also: % is scaled to controls: 0 for no effect and ±100 for the full control effect
Target sequence (Q12809 whole entry, looked up): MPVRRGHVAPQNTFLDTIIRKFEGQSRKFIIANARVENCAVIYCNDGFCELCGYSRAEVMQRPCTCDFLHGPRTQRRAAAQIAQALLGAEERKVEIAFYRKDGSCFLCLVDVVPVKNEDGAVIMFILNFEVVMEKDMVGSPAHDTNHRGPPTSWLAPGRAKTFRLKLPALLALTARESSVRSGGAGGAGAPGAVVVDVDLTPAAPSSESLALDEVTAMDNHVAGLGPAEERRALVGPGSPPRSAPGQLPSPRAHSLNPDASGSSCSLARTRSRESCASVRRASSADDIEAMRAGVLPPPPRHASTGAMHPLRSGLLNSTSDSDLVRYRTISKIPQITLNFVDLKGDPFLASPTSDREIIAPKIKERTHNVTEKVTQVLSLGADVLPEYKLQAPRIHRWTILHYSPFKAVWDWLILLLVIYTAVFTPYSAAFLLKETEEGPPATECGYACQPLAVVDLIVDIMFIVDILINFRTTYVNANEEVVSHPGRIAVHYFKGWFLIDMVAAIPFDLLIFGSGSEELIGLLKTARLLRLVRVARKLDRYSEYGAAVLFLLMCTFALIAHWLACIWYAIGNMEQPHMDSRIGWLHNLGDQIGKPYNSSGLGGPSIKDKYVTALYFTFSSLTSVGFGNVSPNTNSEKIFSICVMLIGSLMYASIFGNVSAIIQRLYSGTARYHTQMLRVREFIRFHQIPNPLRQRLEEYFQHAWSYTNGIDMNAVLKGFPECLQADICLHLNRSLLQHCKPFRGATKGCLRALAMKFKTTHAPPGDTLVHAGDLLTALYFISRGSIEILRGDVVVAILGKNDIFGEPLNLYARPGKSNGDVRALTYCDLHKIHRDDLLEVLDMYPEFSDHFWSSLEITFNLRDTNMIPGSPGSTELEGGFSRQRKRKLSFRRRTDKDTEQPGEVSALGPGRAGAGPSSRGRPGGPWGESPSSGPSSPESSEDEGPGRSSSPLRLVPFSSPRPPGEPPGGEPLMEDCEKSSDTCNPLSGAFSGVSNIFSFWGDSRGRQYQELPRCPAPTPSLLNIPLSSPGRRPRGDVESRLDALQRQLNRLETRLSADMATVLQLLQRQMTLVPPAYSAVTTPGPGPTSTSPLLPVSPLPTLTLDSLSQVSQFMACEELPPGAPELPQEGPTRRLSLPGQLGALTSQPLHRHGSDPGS
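U2OS cells transduced with wild-type KCNH2 virus are loaded with FluxOr dye for 45 min, and thallium flux is measured in kinetic reads before and after stimulation buffer. Rate constants are normalized to DMSO controls.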
Numbers without * were called inactive; ? = inconclusive; · = not tested or not shown; [ ] = remark or other dose. Unless noted, calls follow the shape of the dose curve; as a rule, active = well fitted curve in the direction sought with a large enough effect; inconclusive = small, poorly fitted or top-dose-only effect, or another doubt; inactive = no such curve, though single readings can be large; an effect the other way counts as inactive or inconclusive.

SMILES | FBPA coupling cs | a7 integrin act | KCNH2 3.1 block | TRPV1 ag | ASM inhibitor | MBNL1 CUG block | A-T KAP1 phos | MLL CXXC-DNA inh | GALK inhibitor | hERG WT inh
CCC(C)(C)n1nnnc1C(c1ccc2ncccc2c1)N1CCCCCC1 (stereo not given) | 3 | -22% | 9 | 9 | 3% | 5% | -1% | -4% | -1% | 25
CC(C)OC(=O)c1ccc(NC(=O)c2ccccc2)cc1 | -4 | -4% | -5 | ? | · | -7% | 3% | 13% | -3% | -7
OCCNCc1ccc(-c2ccccc2)cc1 | 0 | -26% | 2 | 3 | 3% | ? | 0% | 5% | 1% | 2
O=C(Cn1nc(-c2ccccc2Cl)ccc1=O)Nc1ccc(Br)cc1 | -2 | 9% | 4 | 22 | -3% | 2% | 0% | -15% | 1% | -3
O=C(CCCn1c(SCc2cccc([N+](=O)[O-])c2)nc2ccccc2c1=O)NCC1CCCO1 (stereo not given) | 1 | 6% | 5 | 4 | -6% | ? | 0% | -4% | -3% | -9
O=C(COC(=O)c1ccccc1Br)NC1CCCCCCC1 | · | 26% | -15 | · | 0% | · | 8% | · | · | 12
COc1ccc2cc[nH]c2c1 | -2 | 3% | 3 | 2 | 2% | 6% | -4% | -6% | 1% | -9
Cc1cccc(C)c1OCC(=O)Nc1ccc(S(=O)(=O)Nc2ccccn2)cc1 | -1 | -4% | -16 | -1 | 1% | -11% | -1% | -5% | -1% | 2
CCOc1cccc(C=NCCc2ccc(OC)c(OC)c2)c1O | 0 | ? | 11 | 3 | 5% | 3% | 4% | -14% | 0% | -2
O=[N+]([O-])c1ccc(Cl)c(/C=N/n2c(COc3ccccc3)n[nH]c2=S)c1 | 2 | -20% | -8 | ? | -9% | ? | 6% | 6% | · | -13
O=C(Nc1cccnc1)c1cc(-c2ccc(Cl)cc2Cl)on1 | 4 | -18% | 4 | 0 | -1%[11.5 µM] | 1% | 7% | 5% | 0% | -3
COc1cccc(CC(=O)OCC(=O)NC2(C#N)CCCC2)c1 | · | 18% | -23 | 5 | -3% | · | 2% | · | · | -23
O=C(Nc1ccc(-c2nc3ccccc3o2)cc1)c1cccnc1 | · | -1% | -3 | -1 | 1% | 8% | -3% | -3% | -5% | 5
COc1ccc(NS(=O)(=O)c2cccc(NC(=O)COc3ccccc3[N+](=O)[O-])c2)cc1 | · | -12% | -6 | · | -3% | · | 1% | · | · | -5
O=C(C1CCC1)N1CCN(c2ccc(Cl)cc2)CC1 | 6 | 10% | -16 | ? | 2% | -3% | 1% | 0% | -2% | -3
O=C(NCCSc1ncc(-c2ccccc2)[nH]1)c1ccco1 | · | 12% | 11 | 6 | · | · | -8% | · | · | 1
O=C(/C=C/c1ccco1)Nc1ccc(S(=O)(=O)N2CCOCC2)cc1 | 1 | 0% | 19 | ? | -2% | ? | 1%[11.5 µM] | -2% | -2% | -9
O=C(c1ccc2c(=O)n(Cc3ccc(Cl)cc3)c(=S)[nH]c2c1)N1CCCC1 | -1 | -16% | -21 | 9 | 0% | -2% | 0% | 2% | 7% | -24
CSC(C1CCCC1)n1nnc2ccccc21 (stereo not given) | · | 0% | -4 | 0 | 2% | · | 26% | · | · | 0
CCN(CC(=O)Nc1c(F)cccc1F)C(=O)CCCc1cccs1 | · | 13% | -3 | 8 | 3% | · | 4% | · | · | 5
Cc1ccc(Oc2ncccc2C(=O)NC2CCSC2=O)cc1 (stereo not given) | -2 | -13% | 5 | -6 | -1% | -12% | 4% | 3% | 8% | 13
COc1cc(NC(=O)Cc2c(C(=O)O)n(C)c3ccccc23)cc(OC)c1OC | -3 | -46%[inhibitor] | 9 | 1 | 4% | 0% | 6% | -1% | -2% | -7
CCCN1C(=O)C(Cc2nc3ccccc3c(=O)n2-c2ccccc2)c2cc(C)ccc21 (stereo not given) | 2 | -4% | -16 | ? | -4% | 14% | -1% | 13% | · | 2
Cc1ccc(NC(=O)Cn2cccc2)cc1Cl | -1 | -6%[7.66 µM] | 3 | ? | 0% | 4% | -15% | 21% | 3% | -7
O=C(Nc1ccccn1)C1CCN(S(=O)(=O)c2ccccc2)CC1 | · | 6% | -8 | -2 | 0% | · | 0% | · | · | -11
COc1ccc(CNC(=O)CCCn2nc(C)c3c(C)n(-c4ccc(C)cc4)nc3c2=O)cc1 | 0 | ? | ? | 2 | 2% | 30%[activator] | 6% | 1% | 4% | -11
C=CCn1c(C)cc(C(=O)CSc2nc3ccccc3c(=O)[nH]2)c1C | 0 | -41% | -6 | 9 | -11% | -2% | 0% | 7% | 0% | -5
CSc1ccccc1OCc1cc(C(=O)NCCn2nc(C)cc2C)no1 | 1 | -14% | -6 | -3 | 3% | -4% | 0% | -1% | 2% | -1
CCN(Cc1ccccc1)C(=O)c1oc2ccc(C)cc2c1C | -1 | -12% | -8 | 10 | -2% | -3% | 10% | -13% | 8% | -2
C=CCn1c(SCC(=O)Nc2cccnc2Cl)nnc1-c1ccc(C(C)(C)C)cc1 | 2 | -38% | 5 | 28 | 0% | -15% | 2% | 0% | 1% | 0

Two entries from above, with values under each structure.
The line under a structure holds: FBPA coupling cs	a7 integrin act	KCNH2 3.1 block	TRPV1 ag	ASM inhibitor	MBNL1 CUG block	A-T KAP1 phos	MLL CXXC-DNA inh	GALK inhibitor	hERG WT inh
> O=C(Nc1ccccn1)C1CCN(S(=O)(=O)c2ccccc2)CC1
  ·	6%	-8	-2	0%	·	0%	·	·	-11
> O=C(c1ccc2c(=O)n(Cc3ccc(Cl)cc3)c(=S)[nH]c2c1)N1CCCC1
  -1	-16%	-21	9	0%	-2%	0%	2%	7%	-24

At a glance, some entries already given:
SMILES | FBPA coupling cs | a7 integrin act | KCNH2 3.1 block | TRPV1 ag | ASM inhibitor | MBNL1 CUG block | A-T KAP1 phos | MLL CXXC-DNA inh | GALK inhibitor | hERG WT inh
CSc1ccccc1OCc1cc(C(=O)NCCn2nc(C)cc2C)no1 | 1 | -14% | -6 | -3 | 3% | -4% | 0% | -1% | 2% | -1
CCN(Cc1ccccc1)C(=O)c1oc2ccc(C)cc2c1C | -1 | -12% | -8 | 10 | -2% | -3% | 10% | -13% | 8% | -2
C=CCn1c(SCC(=O)Nc2cccnc2Cl)nnc1-c1ccc(C(C)(C)C)cc1 | 2 | -38% | 5 | 28 | 0% | -15% | 2% | 0% | 1% | 0

(continued)
SMILES | FBPA coupling cs | a7 integrin act | KCNH2 3.1 block | TRPV1 ag | ASM inhibitor | MBNL1 CUG block | A-T KAP1 phos | MLL CXXC-DNA inh | GALK inhibitor | hERG WT inh
CC(/C=N/NC(=O)c1cccc(F)c1)=C\c1ccccc1 | -4 | -30% | -8 | 7 | -8% | 10% | -13% | ? | 4% | -4
CCCc1cc(C(=O)NC(C)C2CCCO2)cs1 (stereo not given) | · | -5% | 0 | 5 | 1% | -6% | 13% | 25% | -4% | 0
Cc1ccc(C(=O)Cc2ccccc2)o1 | · | 6% | -4 | -3 | 1% | · | -2% | · | · | -16
CC(C)(C)c1cc(NC(=O)c2cccc([N+](=O)[O-])c2)no1 | -5 | -30% | -11 | ? | -2% | 1% | 9% | 10% | 0% | 2
COc1ccc(OCC(=O)Nc2ccc3c(c2)OCO3)cc1 | 0 | -16% | 19 | 14 | 8% | 4% | 1% | 3% | -1% | -17
Cc1ccc(Cl)cc1NC(=O)N[C@@H](CC(C)C)C(=O)O | 2 | -32% | -11 | 0 | 5% | -13% | 14% | -2% | -2% | -13
CCOc1ccc(S(=O)(=O)N(CC(=O)Nc2cccnc2)c2ccc(F)cc2)cc1 | 5 | 5% | -3 | 8 | 1% | -6% | 0% | 4% | 3% | 9
CCOC(=O)c1ccc(N=c2sc(C(=O)OC)cc(=O)n2-c2ccc(C(=O)OCC)cc2)cc1 | 0 | -22% | -3 | 6 | -18% | 15% | 13% | 10% | · | -7
CCN1N=C(C)C=C(c2ccccc2)n2c1nc1ccccc12 | 2 | ? | -6 | -3 | 2% | -14% | 27% | -12% | 5% | 9
COc1ccc(/C=N/OCC(=O)NCc2cccs2)c(OC)c1 | 4 | 6% | -3 | 4 | 2% | -8% | -5% | 11% | 1% | -11
Cc1ccccc1CN(CC(=O)Nc1cccc([N+](=O)[O-])c1)S(=O)(=O)c1ccc(Cl)cc1 | -9 | -38% | -20 | 27 | -5% | 4% | -1% | 4% | 0% | 0
COc1ccc(N/C=C/c2nc(SC)nnc2C)cc1 | 0 | -7% | -6 | 1 | -17% | ? | -3% | ? | 2% | 9
CC1CC(C)(C)CC2(C1)NC(=O)N(CC(=O)Nc1nccs1)C2=O (stereo not given) | · | -4% | 1 | 0 | 5% | · | -4% | · | · | -8
CCN1CCN(c2ccc(NC(=O)COc3ccccc3Cl)cc2)CC1 | 4 | 13% | 12 | 4 | -2% | -5% | 5% | 3% | 5% | 11
